HEK293 tox – qHTS of GLP-1 Receptor Inverse Agonists: Cytotox Screen; HEK293 cAMP-luciferase reporter cells, luminescence, 24 h; Potency, µM (highest dose often 38.3 µM), inactives show top-dose activity change, negative = inhibition, actives largely listed as inhibitors; 0.13% of 410,000 active; AID 624418, 2012;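 note: loss of luciferase light is scored as toxicity; potency is the fitted concentration of half-maximal effect; % is set by controls: 0 for no effect and ±100 for the full control effect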
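Compound-treated cells are incubated 24 hr at 37 deg C under 5% CO2 after a 12 hour attachment period, then luciferase detection reagent is added and luminescence is measured following 12 min at room temperature; lowered signal indicates toxicity.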
aSyn yeast inh – qHTS of alpha-syn Inhibitors | AID 652106, 2013 | Yeast expressing alpha-synuclein, growth rescue, BacTiter-Glo, 24 h | Potency, µM (highest dose often 46.1 µM), for inactives: at the top dose growth rescue (activation), usual class: activators | 0.14% of 370,000 active; note: potency is the fitted concentration of half-maximal effect; % of control where 0% means no effect; nearly all actives have a fitted effect of over 65% in size
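Readout is rescue of growth in alpha-synuclein-expressing yeast, so inhibitors of toxicity appear as activators. Growth after 24 hr at 30 deg C in galactose medium is quantified by luminescence.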
Abeta yeast res – qHTS for compounds that reverse cellular toxicity of Amyloid beta (A-beta) peptide in yeast: Primary Screen. 0.063% of 410,000 active. AID 1347071, 2019. yeast expressing A-beta42, growth rescue, OD600, 48 h; response scale: 0% DMSO, 100% iron-clioquinol control. Potency, µM (doses to about 46.1 µM), without a hit: top-dose growth rescue, usual class: activators; note: potency is the fitted concentration of half-maximal effect; nearly all actives have a fitted effect of over 55% in size
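Yeast growth medium received pinned compounds, then yeast cells expressing toxic A-beta were added; plates incubated at 30 C for 48 hr. Growth read as absorbance at 600 nm, normalized to DMSO and equimolar FeCl3 plus clioquinol controls.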
TDP-43 yeast inh – qHTS of TDP-43 Inhibitors | AID 652104, 2013 | Potency, µM (top dose mostly 46.1 µM), without a hit: top-dose growth rescue (activation), most hits filed as activators | TDP-43 expressing yeast growth rescue, BacTiter-Glo, 24 h | 1.8% of 410,000 active; note: potency is the fitted concentration of half-maximal effect; % of control where 0% means no effect; nearly all actives have a fitted effect of over 50% in size
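In this qHTS, compounds that restore growth of yeast expressing TDP-43 appear as activators. Cells (OD600=0.02, galactose medium, raffinose-pregrown) are incubated with compound 24 hr at 30 deg C and growth is quantified by BacTiter-Glo.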
FUS suppressor – qHTS for Suppressors of FUS Proteinopathy: Primary screen using FUS-linked yeast assay | S. cerevisiae FUS-expressing, growth rescue, OD600, 24 h | Potency, µM (series often up to 76.6 µM), without a hit: top-dose growth rescue (activation), hits mostly activators | 0.24% of 390,000 active | AID 1347120, 2019;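 note: potency is the fitted concentration of half-maximal effect; plate controls were DMSO vehicle for no effect and reference control for full effect; nearly all actives have a fitted effect of over 55% in size; some results filed as inactive show a strong effect at the top dose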
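Steps: raffinose overnight preculture; dilution to OD 0.005 in 2% galactose minimal medium; compound addition (concentration series); 24hr at 30C, 99% humidity; absorbance read at 600 nm.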
GLP1R inv ag – qHTS of GLP-1 Receptor Inverse Agonists (Inhibition Mode) | HEK293 GLP-1R CRE-luciferase, luminescence, 24 h; GLP-1R form is constitutively active | Potency, µM (titrated, usually from 38.3 µM), without a hit: at the highest dose activity change, negative = inhibition, usual class: inhibitors | 1.6% of 410,000 active | AID 624417, 2012; note: potency is the fitted concentration of half-maximal effect; % is set by controls: 0 for no effect and ±100 for the full control effect; nearly all actives have a fitted effect of over 55% in size
Target sequence (P43220 whole entry, looked up): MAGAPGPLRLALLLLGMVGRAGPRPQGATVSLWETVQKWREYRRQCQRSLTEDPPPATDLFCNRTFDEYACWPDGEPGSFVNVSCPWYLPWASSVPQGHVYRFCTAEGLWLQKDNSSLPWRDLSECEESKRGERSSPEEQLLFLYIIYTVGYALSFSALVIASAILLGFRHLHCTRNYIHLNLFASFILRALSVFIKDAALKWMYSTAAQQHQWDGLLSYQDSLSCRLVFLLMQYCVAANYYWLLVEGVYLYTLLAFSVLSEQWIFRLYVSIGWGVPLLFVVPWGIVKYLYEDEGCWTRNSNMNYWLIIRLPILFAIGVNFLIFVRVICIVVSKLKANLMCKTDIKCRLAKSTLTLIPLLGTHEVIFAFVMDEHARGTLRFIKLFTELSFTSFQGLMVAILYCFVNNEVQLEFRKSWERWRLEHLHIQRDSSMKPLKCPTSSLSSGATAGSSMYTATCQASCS
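GLP-1R inverse agonism mode: basal reporter luminescence in engineered HEK293 cells measured after one day of compound exposure at 37 deg C, with a 12 min room-temperature detection step.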
PTHR1 agonist – qHTS for PTHR1 Agonists: Primary Screen; Parathyroid hormone/parathyroid hormone-related peptide receptor (Homo sapiens), Q03431; HEK293 GP2 PTHR1 cells, GloSensor cAMP luminescence, 1 h; Potency, µM (doses to about 115 µM), for inactives: top-dose activation, hits mostly activators; 0.075% of 410,000 active; AID 743266, 2014; note: potency is the fitted concentration of half-maximal effect; nearly all actives have a fitted effect of over 55% in size; some results filed as inactive show a strong effect at the top dose; inactives centre near -15; many of its hits are not listed in these tables
Target sequence (Q03431 whole entry, looked up): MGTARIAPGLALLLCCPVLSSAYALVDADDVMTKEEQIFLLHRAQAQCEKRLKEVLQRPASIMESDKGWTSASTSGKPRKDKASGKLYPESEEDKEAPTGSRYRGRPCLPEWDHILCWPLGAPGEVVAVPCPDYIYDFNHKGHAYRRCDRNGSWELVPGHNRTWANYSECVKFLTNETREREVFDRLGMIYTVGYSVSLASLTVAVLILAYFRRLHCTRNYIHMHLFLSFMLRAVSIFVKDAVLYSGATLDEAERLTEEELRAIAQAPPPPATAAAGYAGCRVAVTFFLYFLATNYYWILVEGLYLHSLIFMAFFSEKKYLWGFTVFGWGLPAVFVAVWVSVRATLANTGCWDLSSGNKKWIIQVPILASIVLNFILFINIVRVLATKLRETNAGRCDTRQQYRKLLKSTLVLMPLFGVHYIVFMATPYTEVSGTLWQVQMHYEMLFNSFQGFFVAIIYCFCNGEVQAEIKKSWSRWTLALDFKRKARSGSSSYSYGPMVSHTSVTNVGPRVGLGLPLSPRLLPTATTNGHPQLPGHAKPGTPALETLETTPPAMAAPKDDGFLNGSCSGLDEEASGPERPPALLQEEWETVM
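HEK-293-derived GP2 cells expressing PTHR1 and a GloSensor cAMP reporter, 3,000/well, plated overnight, given luciferin plus IBMX (each 0.5 mM as added) for 1 h at 37 °C, then compound for 1 h at 37 °C. Luminescence was read after 15 min at room temperature.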
Mm-Cpn inhibitor – Inhibitors of TCP-1 ring complex (TRiC) of Methanococcus maripaludis (MmCpn): qHTS; 0.031% of 330,000 active; Chaperonin Mm-Cpn (Methanococcus maripaludis); purified Mm-Cpn ATPase, ADP Transcreener TR-FRET; AID 504842, 2011; Potency, µM (highest dose often 76.9 µM), for inactives: at the top dose activity, negative = inhibition, most hits filed as inhibitors; note: potency is the fitted concentration of half-maximal effect; % is set by controls: 0 for no effect and ±100 for the full control effect; nearly all actives have a fitted effect of over 80% in size
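Eu-cryptate anti-ADP/ADP-d2 competition gives a ratio inversely related to ADP. Enzyme at 25 nM was pre-exposed to compound for 10 min, then given 10 uM ATP for 30 min, 37°C throughout.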
pAkt inh – HTS Assay for Inhibitors of Akt Phophorylation: Primary Screen. 0.32% of 360,000 active. Neuro2A IGF-stimulated pAkt S473 HTRF, 20 min; stronger effect = lower value. activity change, % for hits at 50 µM; in the data active = activity change below about -80%; inconclusive = mostly about -51% to -80%; note: % is set by controls: 0 for no effect and ±100 for the full control effect
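Neuro2A cells in DMEM with 0.5% FBS, overnight at 37 deg C, given compound at single 50 µM final, then IGF (6 nM final) for 20 min at 37 deg C. Lysed; phospho-Akt Ser473 by HTRF after 24 h, 665/615 ratio.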
* hit, by the source's call; i = inactive; ? = inconclusive; · = not tested or not shown; & = joins results of further samples; [ ] = remark or other dose. Unless noted, calls come from the whole dose curve; as a rule, active = well fitted curve in the direction sought with a large enough effect; inconclusive = small, poorly fitted or top-dose-only effect, or another doubt; inactive = no such curve, though single readings can be large; an effect the other way counts as inactive or inconclusive. This is a subset; rates above refer to the full screens.

| Compound | aSyn yeast inh | GLP1R inv ag | FUS suppressor | pAkt inh | Abeta yeast res | HEK293 tox | PTHR1 agonist | TDP-43 yeast inh | Mm-Cpn inhibitor |
| --- | --- | --- | --- | --- | --- | --- | --- | --- | --- |
| CS(=O)(=O)N1CCC(C(=O)NCc2ccc(Cl)cc2Cl)CC1 | 1% | -1% | -1% | i | -10% | 7% | i | -16% | -4% |
| CCOc1ccccc1-n1nnc(-c2nsc(NC(=O)c3ccc(C)cc3)n2)c1C | · | 0% | -20% | · | -17% | -3% | -44% | -2% | · |
| Cc1cccc(-n2ncc(C#N)c2-n2cccc2)c1 | -15% | 0% | 14% | i | -23% | 5% | -8%[57.5 µM] | 14% | 1% |
| COC(=O)[C@]1(C)N[C@H](c2ccc(SC3CCCCC3)cc2)[C@@H]2C(=O)N(C)C(=O)[C@@H]21 | 3% | 8% | 28% | i | 9% | 3% | -8% | -3% | 2% |
| CCCNC(=O)C(Cc1ccccc1C)NC(=O)c1ccc(C#N)cc1 (stereo not given) | -1% | 20% | 8% | i | -1% | 2.5µM* | -23% | -8% | 1% |
| CC(C)Nc1ncnc2c1ncn2[C@H]1CN(Cc2ccc3c(c2)OCO3)C[C@@H](CO)O1 | 2% | 4% | 4% | i | -12% | 1% | i | 10% | · |
| COc1ccc(C2=NN(C(=O)CCCC(=O)O)C(c3cccs3)C2)cc1OC (stereo not given) | 3% | 179%[activator] | 7% | i | 0% | 2% | i | -4% | -1% |
| CCCCCNC(=O)C(c1ccnc2ccccc12)n1c(=O)c(-c2cc3ccccc3[nH]2)nc2ccccc21 (stereo not given) | 0% | ? | 40% | i | 10% | 311%[activator] | i | 22% | · |
| Clc1ccc2nc(C3CCCCC3)c(Cc3ccsc3)n2c1 | 4% | ? | -7% | i | -4% | 3% | 5% | 4% | · |
| O=C(c1cccnc1)N1CCN(C(=O)c2cccc(Cl)c2)CC1 | -3% | -6% | 25% | i | -9% | -2% | 0% | -17% | 1% |
| O=C(CSc1nc2c([nH]c3ccccc32)c(=O)n1-c1ccccc1F)Nc1cccc(Cl)c1 | · | ? | ? | · | 4% | ? | -4% | 11% | · |
| COc1cc(Cl)c(S(=O)(=O)NCCN2CCOCC2)cc1Cl | -1% | 0% | 40% | · | 1% | 7% | i | -19% | -19% |
| CCOc1cccc(CNCCNC(=O)c2nonc2N)c1 | -3%&0% | -19%&-6% | -18%&19% | i | -20%&8% | 6%&-10% | 28%&-22% | -5%&0% | 0% |
| CCOC(=O)c1c(-c2ccc(Cl)cc2)csc1NC(=O)CNCc1ccco1 | -23% | ? | 42% | i | -33%[inhibitor] | -13% | -2% | 10% | -11% |
| CCCS(=O)(=O)NC(=O)C1(C)CCN(C(=O)c2ccccc2F)C1 (stereo not given) | -1% | 9% | -15% | i | -18% | 1% | i | 9% | · |
| Cc1c(NC(=O)OC(C)C)sc(=S)n1C | -14% | 6% | 22% | i | 11% | 1% | -5%[57.5 µM] | -12% | 0% |
| O=C(c1cccc(Cl)c1)N(Cc1ccco1)C1CCS(=O)(=O)C1 (stereo not given) | -2% | -7% | -23% | i | -9% | 2% | i | -4% | 1% |
| O=C(NCc1cccnc1)C1CC2c3ccccc3C1c1ccccc12 (stereo not given) | 0% | -21% | 16% | i | 6% | 21% | -40%[inhibitor] | 7% | 0% |
| CC1CCN(CCCOc2ccc(Br)cc2Cl)CC1 | 0% | ? | -6% | i | 15% | -8% | -4% | 15% | -3% |
| CS(=O)(=O)c1nc(-c2ccccc2)c(-c2ccccc2)[nH]1 | -1% | 0% | -17% | i | 16% | -9% | i | 14% | 2% |
| CCN(CC)S(=O)(=O)c1ccc(C)c(NC(=S)N2CCN(Cc3ccc4c(c3)OCO4)CC2)c1 | 11% | ? | 9% | i | 2% | -21% | -37%[inhibitor] | 3% | 5% |
| CCOc1ccc(Br)cc1S(=O)(=O)Nc1cccc(S(=O)(=O)NC2=NCCC2)c1 | 5% | -22% | -14% | i | · | 8% | -24% | 5% | -2% |
| CCCCN(C(=O)c1cc(-c2ccco2)nc2ccccc12)c1c(N)n(CCC)c(=O)[nH]c1=O | 17% | 12% | 1% | i | -18% | 1% | i | -5% | -5% |
| COc1ccc(NC2c3ccccc3C(=O)N2c2cccnc2)cc1Cl (stereo not given) | 2% | -7% | -6% | i | 6% | -11% | i | 15% | -2% |
| Cc1ccc(NS(=O)(=O)c2ccc(N/N=C/c3ccccc3OCC(=O)O)c([N+](=O)[O-])c2)c(C)c1 | -1% | -4% | ? | i | 5% | -24% | ? | 1% | 0% |
| CCN=C(Nc1ccc2c(c1)OCO2)SC1CC(=O)N(c2ccc(OC)cc2)C1=O (stereo not given) | -3% | 6% | 14% | i | 7% | 24% | -1% | -1% | 1% |
| CCn1c(=O)cc(OCC(=O)NCc2ccc(C)o2)c2ccccc21 | -3% | 0% | 39% | i | -5% | 2% | -9%[57.5 µM] | -23% | ? |
| C1=CCC(CN2CCNCC2)CC1 (stereo not given) | -4% | -25% | -17% | i | 3% | 0% | -4% | -13% | 5% |
| Cc1cccc(-n2cc(-c3ccccc3)c3c(NC4CCCC4)ncnc32)c1 | · | ? | 39% | · | -24% | 2% | i | 20µM* | · |
| CC(C)C[C@H](NC(=O)OC(C)(C)C)C(=O)N1CCC(C(=O)N[C@@H](Cc2c[nH]c3ccccc23)C(=O)O)CC1 | 7% | 17% | 30% | i | -2% | 5% | -1% | 1% | 1% |
| CCOc1ccc(NC(=O)NN2C(C)CCCC2C)cc1 (stereo not given) | 2% | ? | -23% | i | -2% | -8% | -25% | 21% | 0% |
| Cc1ccc(NC(=O)CSc2nccn(-c3ccc4c(c3)OCCO4)c2=O)cc1 | 7% | 7% | 0% | i | 13% | -11% | -77%[inhibitor] | ? | -2% |
| O=C(Nc1ccccc1C(=O)N1CCCCC1)c1cccc(S(=O)(=O)N2CCOCC2)c1 | -23% | 13% | 10% | i | -10% | 0% | -4%[57.5 µM] | -19% | 1% |
| CCOc1ccc(NS(=O)(=O)c2ccc3[nH]cc(C(=O)N(CC)CC)c(=O)c3c2)cc1 | -3% | 0% | 20% | i | 3% | -15% | -1%[57.5 µM] | -7% | 1% |
| CC(Oc1ccc(Br)cc1)C(=O)NCC(c1cccs1)N1CCOCC1 (stereo not given) | -4% | -27% | 4% | i | 15% | -10% | -4% | 12% | 0% |
| O=C1OC(N2CCN(c3ccccn3)CC2)c2ccccc21 (stereo not given) | 4% | 2% | -5% | i | 14% | -11% | i | 9% | 0% |
| COc1ccc(NC(=O)c2nc3nc(C)cc(C(F)F)n3n2)cc1OC | 2% | -8% | -12% | i | 4% | -8% | -17% | 13% | 2% |
| Cc1ccc(S(=O)(=O)N2CCC(=O)N(CCOC(=O)NCc3ccccc3)CC2)cc1 | 0% | 8% | 14% | i | 1% | -45% | -14% | 2% | -1% |
| COc1ccccc1CNC(=O)c1cc(-c2cc(F)ccc2OC)n[nH]1 | ? | -19% | 27% | i | 13% | -9% | i | 22µM* | · |
| COc1cccc(CNC(=O)C2CCN(S(=O)(=O)c3cn(C)cn3)CC2)c1 | · | 4% | -11% | · | -29% | 11% | i | 14% | · |
| CCN1CCN(C(C)C(=O)NC2CCCCC2)CC1 (stereo not given) | -9% | 5% | -20% | i | -5% | 4% | i | 5% | -6% |
| O=C1C2C3C=CC(C3)C2C(=O)N1Nc1ccc([N+](=O)[O-])cc1[N+](=O)[O-] (stereo not given) | 4% | -8% | -17% | i | -4% | 2% | -6% | 19% | -5% |
| CC(C)C1N(C(N)=S)N=CC1(C)C (stereo not given) | -6% | 4% | 1% | i | ? | 4% | -11% | 13% | 1% |
| CNC(=S)NNC(=O)c1cccc(N(C)C)c1 | 3% | 6% | 29% | i | -7% | -5% | ? | -13% | 3% |
| Cc1ccc(NC(=O)Cn2c(=O)n(Cc3ccco3)c(=O)c3oc4ccccc4c32)cc1C | · | -1% | 1% | · | -2% | -7% | 7% | 12% | · |
| Cc1cccc(OCc2n[nH]c(=S)n2Cc2ccccc2)c1 | 6% | -27% | 14% | i | -8% | -4% | -19% | ? | 0% |
| COc1ccc(S(=O)(=O)N2CCNCC2)cc1 | -7% | 41%[activator] | 9% | i | ? | 7% | i | · | 1% |

Printed as active in TDP-43 yeast inh, among the entries above:
Compound,GLP1R inv ag,FUS suppressor,pAkt inh,PTHR1 agonist,TDP-43 yeast inh,Mm-Cpn inhibitor
Cc1cccc(-n2cc(-c3ccccc3)c3c(NC4CCCC4)ncnc32)c1,?,39%,·,i,20µM*,·
COc1ccccc1CNC(=O)c1cc(-c2cc(F)ccc2OC)n[nH]1,-19%,27%,i,i,22µM*,·
